RAD52 inh – RAD52 (human) annealing inhibition. P43351. recombinant RAD52 DNA annealing, FRET fluorescence. inhibition, % at 18.7 µM. hit rate 0.46% among 360,000;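 active = every replicate showing at least 50% inhibition; inconclusive = mean inhibition at least 50% but not in every replicate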
Target sequence (P43351 whole entry, looked up): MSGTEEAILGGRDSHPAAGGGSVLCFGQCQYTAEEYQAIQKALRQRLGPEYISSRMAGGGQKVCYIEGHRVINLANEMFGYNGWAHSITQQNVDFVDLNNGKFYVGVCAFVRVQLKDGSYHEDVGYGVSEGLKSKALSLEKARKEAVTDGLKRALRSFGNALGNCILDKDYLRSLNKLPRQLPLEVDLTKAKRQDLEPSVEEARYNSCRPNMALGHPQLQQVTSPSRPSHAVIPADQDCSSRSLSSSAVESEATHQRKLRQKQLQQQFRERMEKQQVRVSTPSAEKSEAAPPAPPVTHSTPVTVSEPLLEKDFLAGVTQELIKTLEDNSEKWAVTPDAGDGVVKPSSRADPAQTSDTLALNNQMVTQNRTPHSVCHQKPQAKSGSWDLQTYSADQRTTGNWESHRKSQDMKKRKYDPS
esBAF inh – inhibitors of esBAF chromatin remodeling in mouse ES cells; Bmi1-luciferase knock-in reporter, 24 h; 100% = twice the neutral-well signal; reporter increase, % at 12.5 µM; hit rate 2% among 350,000; in the data active = activation above about 40%; inconclusive = no clear call, values can overlap the other calls;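 note: 0% = median of the plate's neutral control wells and 100% = double that signal; a rise in the Bmi1 reporter signal indicates esBAF inhibition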
Xi reactivation – reactivates the inactive X chromosome in mouse fibroblasts. XiGFP mouse fibroblasts, % GFP-positive cells imaging, 3 d; cells co-treated with 5-aza-dC sensitizer; scaled so ellipticine positive control = 100%. activation, % at 7.58 µM. hit rate 0.055% among 360,000. AID 743238;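 active = mean normalized replicate activation at least 10% and every replicate at or above 10%; inconclusive = only one of the two criteria met; inactive = mean below 10% and not all replicates reach 10%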;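 note: 0% = median of on-plate neutral control wells and 100% = ellipticine 6 µM median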
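System: 68-5-11 XiGFP fibroblast line; Timing: 3 days compound exposure; Compound dosing: one concentration, pinned; Benchmarks: positive control ellipticine, 6 µM final; Buffer or medium: DMEM containing 5-aza-dC.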
ARNT TACC3 PPI – ARNT/TACC3 interaction disruption. hit rate 0.66% among 390,000. inhibition, % at 9.99 µM. AlphaScreen His-ARNT PAS-B/GST-TACC3 binding, luminescence; TACC3 fragment carries E629A point mutation. Q9Y6A5;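 active = mean inhibition of replicates at least 50% and at least half of replicates each reaching 50%; inconclusive = half or more replicates reach 50% but mean below 50%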;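 note: 0% = complete ARNT plus TACC3 wells and 100% = ARNT alone without TACC3; many hits fall short of the cut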
INS-1E GSIS act – primary screen for activators of insulin secretion dependent on glucose, INS-1E cells, GLuc reporter luminescence. INS-1E GLuc reporter insulin secretion, 2-3 h. activation, % at 16.6 µM. hit rate 0.61% among 370,000. AID 743287;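 active = lowest replicate activation of at least 40%, so every replicate reaches that level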;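 note: 0% = median of neutral control wells and 100% = median of IBMX positive control wells; some compounds called inactive have numbers as strong as hits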
RAD54 branch – RAD54 (human) branch migration inhibition; Q92698; RAD54 Holliday junction branch migration, FAM/BHQ fluorescence; inhibition, % at 10.4 µM; hit rate 0.14% among 360,000; AID 602329;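 active = mean normalized replicate activity at least 40 and at least half of replicates scoring 40 or more; inconclusive = only one of the two criteria met; inactive = mean below 40 and under half of replicates reaching 40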;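 note: 0% = median of neutral control wells and 100% = median of positive control wells; inhibitors cause a drop in the FAM fluorescence signal; in these data hits start at about 50%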
CFTR F508del cor – correctors of CFTR F508del function in bronchial epithelial cells; CFBE cells, YFP halide quenching; stimulated with forskolin plus potentiator P3; % fluorescence drop versus neutral controls; activity (quench increase), % at 7.58 µM; hit rate 0.36% among 350,000; AID 720511;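 active = mean added fluorescence quench of at least 8% versus neutral control, with both replicates also reaching 8%; inconclusive = only one of the mean or replicate conditions met; inactive = mean below 8% and not both replicates reaching 8%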;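 note: cells transiently co-express mutant CFTR-F508del with the halide-sensitive YFP; corrector assay measuring rescue of mutant channel to the surface after 24 h compound exposure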
ERAP1 HTS inh – inhibitors of human ERAP1 aminopeptidase. Q9NZ08. recombinant ERAP1, Leu-AMC fluorescence, 60 min. inhibition, % at 10.7 µM. hit rate 0.15% among 340,000;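 active = mean replicate inhibition of at least 30%, or all replicates individually reaching that 30% level; inactive = mean below 30% and not every replicate reaching it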;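 note: 0% = neutral control wells and 100% = L-leucinethiol positive control wells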
* hit, by the source's call; u = inconclusive; x = not tested or not shown.

molecule,RAD52 inh,esBAF inh,Xi reactivation,ARNT TACC3 PPI,INS-1E GSIS act,RAD54 branch,CFTR F508del cor,ERAP1 HTS inh
COc1cccc(C#Cc2cnc3c(c2)C(=O)N([C@H](C)CO)C[C@@H](C)[C@@H](CN(C)C)O3)c1,32,1,0.0,x,8,8,-1.8,2
CO[C@H]1CN(C)C(=O)c2cc(NC(=O)Cc3ccccc3)ccc2OC[C@@H](C)N(C(C)=O)C[C@H]1C,-10,-1,0.0,-5,16,1,-2.1,0
CCCCn1c(=N)n(CC(=O)c2ccc(OC)cc2)c2ccccc21,-9,x,0.5,x,-1,x,-0.9,-4
C[C@H]1CN([C@@H](C)CO)C(=O)c2cccc(NC(=O)C3CCCCC3)c2O[C@H]1CN(C)Cc1ccc(C(F)(F)F)cc1,-18,-3,-0.8,-3,-36,-6,2.4,-2
CCN1CCCC(OC(=O)c2cc(-c3ccc(C)cc3)nc3ccccc23)C1 (configuration not stated),57*,x,0.0,14,15,x,-1.8,-2
O=C([C@@H]1[C@@H](CO)[C@@H]2Cn3c(ccc(-c4cccnc4)c3=O)[C@H]1N2Cc1ccncc1)N1CCOCC1,-3,-1,0.0,-2,-7,-6,-2.2,0
COc1ccccc1C(=O)Nc1ccc2c(c1)C(=O)N(C)[C@H]1CC[C@@H](CC(=O)NCc3ccc(Cl)c(Cl)c3)O[C@@H]1CO2,-6,-2,0.1,24,0,-1,-2.4,-3
O=C(Nc1nncs1)C12CC3CC(CC(Cl)(C3)C1)C2,0,-5,0.0,6,2,-3,0.1,2
O=C(COC(=O)c1ccccn1)NNC(=O)c1ccc([N+](=O)[O-])cc1,-3,-7,0.1,7,2,-6,2.4,-2
Cc1c(C)c2c(OCC(=O)N[C@@H](CC(C)C)C(=O)O)cc3c(c2oc1=O)CCC(C)(C)O3,6,-2,0.0,0,6,3,1.1,5
Cn1cc(C(=O)C(=O)N2CCc3ccccc32)c2ccccc21,-11,30,0.0,-6,-10,7,1.8,3
CC(NC(=O)CCC(=O)NCc1ccc(F)cc1)c1ccccc1 (configuration not stated),-5,-4,0.0,-24,13,-7,2.9,2
CCCCOc1ccc(C(=O)NCC(=O)NNC(=O)c2ccco2)cc1,5,-1,0.0,x,-1,x,-0.4,-1
CN(C)c1ccc(C(C(=O)NC2CCCCC2)N(Cc2ccco2)C(=O)c2snc(C(N)=O)c2N)cc1 (configuration not stated),-15,0,0.1,x,6,-4,0.8,0
COc1ccc(NC(=O)N(C)C[C@H]2OCCCC[C@@H](C)Oc3ccc(NC(=O)Nc4c(C)noc4C)cc3C(=O)N([C@@H](C)CO)C[C@H]2C)cc1,13,-3,-0.2,-1,2,19,-1.9,-3
COc1ccc(/C=N/Nc2nc3ccccc3[nH]2)c(OC)c1OC,-4,-17,-0.1,13,-26,x,2.9,-10
CC(=O)N1[C@@H]2c3ccc(C4=CCCC4)c(=O)n3C[C@@H]2[C@@H](CO)[C@@H]1C(=O)Nc1ccccc1,-5,-4,0.1,2,14,23,x,1
CC1CN(C(=O)COC(=O)c2ccc(S(=O)(=O)N(C)C)cc2)CC(C)O1 (configuration not stated),-5,-3,0.1,-4,-4,5,0.2,-5
CC1CCN(Cc2c(C(=O)N/N=C/c3cccc(C(F)(F)F)c3)nnn2-c2nonc2N)CC1,1,-8,0.0,x,9,3,-0.8,-2
Cc1ccccc1N=C(NO)c1cccnc1,-8,-10,0.0,-12,12,10,1.9,0

The listing continues:
molecule,RAD52 inh,esBAF inh,Xi reactivation,ARNT TACC3 PPI,INS-1E GSIS act,RAD54 branch,CFTR F508del cor,ERAP1 HTS inh
O=C1CN(C(=O)COC(=O)c2ccco2)c2ccccc2N1,-9,-5,0.2,-7,6,-3,-0.7,2
COc1cccc(-c2ccc([C@H]3[C@H](CO)N4CCCCN(C(=O)c5ccc6c(c5)OCO6)C[C@@H]34)cc2)c1,-48,x,0.3,14,-26,6,-1.9,3
CC(C)Cc1cc(C(=O)N2CCN(c3ccc(F)cc3)CC2)no1,5,2,0.1,-3,-50,4,2.8,13
COc1ccc(OC)c(NC2=C(Cl)C(=O)N(Cc3ccccc3)C2=O)c1,-10,-5,0.0,14,10,-27,x,-2
COc1ccc(OC)c(NC(=O)COC(=O)c2ccc(S(=O)(=O)N3CCCCC3)cc2)c1,-11,2,0.0,x,x,10,-6.4,-3
CC1(C)CC(=O)C=C(NCCN2CCN(C(=S)NC3CCCCC3)CC2)C1,-7,3,-0.1,29,-7,x,0.2,4
C/C(=N\OC(=O)c1c(-c2ccccc2Cl)noc1C)c1ccncc1,-10,x,0.0,-1,-3,x,1.1,4
C[C@@H]1CCCCO[C@@H](CN(C)C(=O)CCC(F)(F)F)[C@H](C)CN([C@@H](C)CO)C(=O)c2cc(NS(C)(=O)=O)ccc2O1,x,9,-0.9,x,20,x,-0.2,x
C[C@@H]1CN([C@@H](C)CO)C(=O)Cc2cc(NC(=O)Cc3cn(C)c4ccccc34)ccc2O[C@@H]1CN(C)Cc1ccc2c(c1)OCO2,-18,5,-0.3,-4,-13,6,1.4,4
CCOc1ccccc1NC(=O)CCNC(=O)Cn1ccc2ccccc2c1=O,-10,-1,0.5,-2,-5,2,1.1,0
CCCc1nc2ccccc2c(=O)n1CC(=O)c1ccc(OC)cc1,5,1,0.0,-8,0,-1,0.3,0
Cc1ncc([N+](=O)[O-])n1CC(=O)NC(C)(C)C,-16,x,0.0,37,5,x,0.6,-7
O=C1[C@H]2[C@H](C=CC[C@H]2C(=O)N2CCOCC2)CCN1Cc1ccc(Cl)c(Cl)c1,-2,x,0.0,x,-5,x,0.3,-10
O=C(N/N=C/c1ccco1)c1cc(-c2cccs2)[nH]n1,-7,x,0.3,4,23,-2,x,5
COc1ccc(S(=O)(=O)N2C[C@@H](O)COC[C@@H]3O[C@@H](CC(=O)N(C)C)CC[C@H]32)cc1,0,-2,0.3,-2,16,-5,-1.5,2
CSc1cccc(NC(=O)C2CCCN(c3ncnc4c3nc3n4CCCCC3)C2)c1 (configuration not stated),-15,-2,0.0,11,-7,-5,4.5,-6
Cc1ccc(C2N(c3cccc(Cl)c3)C(=O)C3CCCN32)o1 (configuration not stated),-51,-1,-0.1,1,-6,-1,5.6,2
CCCCc1ccc(NC(=O)CN(C)CC(=O)Nc2ccccc2Cl)cc1,1,-6,-0.1,-7,-12,-1,1.8,1
Cc1noc(C)c1S(=O)(=O)Nc1ccc2c(c1)C(=O)N([C@H](C)CO)C[C@@H](C)[C@H](CN(C)CC1CCCCC1)OCCCC[C@H](C)O2,15,1,-1.1,11,-2,5,1.8,-2
Cc1c(CC(=O)NCCCCCC(=O)O)c(=O)oc2cc3occ(-c4ccccc4)c3cc12,-4,5,0.2,54*,-6,-12,-0.3,1

Ordered by SMILES length (smallest number first): some entries from above
molecule,RAD52 inh,esBAF inh,Xi reactivation,ARNT TACC3 PPI,INS-1E GSIS act,RAD54 branch,CFTR F508del cor,ERAP1 HTS inh
CCCCOc1ccc(C(=O)NCC(=O)NNC(=O)c2ccco2)cc1,5,-1,0.0,x,-1,x,-0.4,-1
C[C@H]1CN([C@@H](C)CO)C(=O)c2cccc(NC(=O)C3CCCCC3)c2O[C@H]1CN(C)Cc1ccc(C(F)(F)F)cc1,-18,-3,-0.8,-3,-36,-6,2.4,-2
COc1ccccc1C(=O)Nc1ccc2c(c1)C(=O)N(C)[C@H]1CC[C@@H](CC(=O)NCc3ccc(Cl)c(Cl)c3)O[C@@H]1CO2,-6,-2,0.1,24,0,-1,-2.4,-3

Additional results:
molecule,RAD52 inh,esBAF inh,Xi reactivation,ARNT TACC3 PPI,INS-1E GSIS act,RAD54 branch,CFTR F508del cor,ERAP1 HTS inh
CO[C@H]1CN(C)C(=O)c2ccc(NC(=O)Nc3cccc(F)c3)cc2OC[C@@H](C)N(C(=O)Nc2c(C)noc2C)C[C@@H]1C,-8,2,-0.3,3,0,-9,0.8,1
Fc1ccc(-c2[nH]ncc2-c2nnnn2-c2ccccc2)c(F)c1,x,-4,x,-8,12,0,x,x
COc1ccc(C(=O)NCC(c2cccs2)N2CCc3ccccc32)c(OC)c1 (configuration not stated),-13,x,-0.1,-1,-27,-6,1.1,-6
CCc1ccccc1N(C(=O)c1snc(C(N)=O)c1N)C(C(=O)NCC1CCCO1)c1ccc(OC)c(OC)c1 (configuration not stated),0,2,0.0,-7,-2,0,-0.8,-3
Cc1ccc(N2C(=O)NC(NC(=O)C(C)(C)C)(C(F)(F)F)C2=O)cc1C (configuration not stated),-6,x,0.5,2,x,-6,x,0
COc1ccc(/C=N/NC(=O)CNC(=O)c2ccc3c(c2)OCCO3)c(C(=O)O)c1OC,-4,-5,0.0,-6,2,5,-0.6,3
NC(=O)c1ncn([C@@H]2O[C@H](CNCc3ccc(OCC(=O)Nc4nccs4)cc3)[C@@H](O)[C@H]2O)n1,-3,9,0.0,-10,-8,-6,-0.6,-1
Cc1ccc(Nc2nnc(C)c3ccccc23)c(C)c1,-4,x,0.0,7,2,x,-1.7,1
COc1ccc(CN(C)C[C@@H]2Oc3ccc(NC(=O)NC(C)C)cc3C(=O)N([C@H](C)CO)C[C@H]2C)cc1,-13,-3,-0.8,-1,0,u,0.9,1
CC(=O)Nc1ccc(NC(=O)CSC2=NS(=O)(=O)c3cc(F)ccc3N2)cc1,-10,-4,0.4,10,4,-5,-3.3,-6
O=C(Nc1ccc2c(c1)OCO2)c1ccc(S(=O)(=O)N2CCCC2)cc1,-4,x,0.4,0,-4,x,-0.4,0
Cc1ccc(S(=O)(=O)N2CCN(c3ncccn3)CC2)c(C)c1,-15,-2,0.0,-1,3,-6,-1.1,-1
CCOC(=O)c1ccc(NC(=S)NCCCN2CCN(C3CCCCC3)CC2)cc1,0,-4,-0.2,7,-24,15,1.8,x
C[C@H](CO)N1C[C@H](C)[C@@H](CN(C)C(=O)Nc2cccc3ccccc23)Oc2ccc(N(C)C)cc2C1=O,-2,4,0.3,-3,2,-1,-2.4,-1
CC(C)CN1CCN(Cc2cccn2-c2ccccn2)CC1CCO (configuration not stated),-23,-9,-0.3,4,-4,1,-0.2,0
O=C(CN1CCN(Cc2ccc3c(c2)OCO3)CC1)N1CCc2[nH]c3ccc(F)cc3c2C1,-10,2,x,10,-21,-5,x,0
O=C(NCCN1C(=O)S/C(=C\c2ccccc2F)C1=O)C1=COCCO1,-12,x,0.0,-10,8,x,7.8,2
Cc1ccc(C)c(N(C(=O)CNC(=O)c2ccco2)C(C(=O)NCC2CCCO2)c2ccccc2)c1 (configuration not stated),-4,0,0.0,x,-2,-5,-0.8,-2
CC(C)NC(=O)Nc1ccc2c(c1)C(=O)N([C@H](C)CO)C[C@@H](C)[C@H](CN(C)Cc1ccc(Cl)c(Cl)c1)OCCCC[C@@H](C)O2,15,0,-0.1,1,-21,2,-2.7,4
C[C@@H]1CN([C@@H](C)CO)C(=O)c2cccc(NC(=O)Nc3ccc4c(c3)OCO4)c2O[C@@H]1CN(C)S(=O)(=O)c1ccc(F)cc1,4,19,-0.1,2,-10,-12,-1.6,-2
CCNC(=O)C1(C)CCN(C(=O)c2ccccc2C(F)(F)F)C1 (configuration not stated),-8,0,0.5,x,-2,-3,0.8,-3
C[C@@H]1CN([C@H](C)CO)C(=O)c2cc(NC(=O)CCC(F)(F)F)ccc2O[C@H]1CN(C)Cc1ccc(C(F)(F)F)cc1,4,-3,-0.1,-17,-17,3,2.8,-1
CC(=O)c1ccc(N2CCN(C(=O)CCC(=O)Nc3ccc4nc(N5CCN(C)CC5)cc(C)c4c3)CC2)cc1,50,11,0.1,4,4,13,1.4,1
